# TDP1 cell noCPT – qHTS for Inhibitors of human tyrosyl-DNA phosphodiesterase 1 (TDP1): qHTS in cells in absence of CPT; DT40 Tdp1-/- hTDP1 cells, no CPT, ATP luminescence, 48 h; 15% of 420,000 active; Potency, µM (highest dose often 46.2 µM), for inactives: top-dose activity change, negative = growth inhibition, most hits filed as inhibitors; note: nearly all actives have a fitted effect of over 55% in size
#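 Growth of hTDP1-complemented DT40 Tdp1-knockout cells is measured by ATP luminescence after at least 48 hr compound exposure at 37 °C, with DMSO substituting for the 20 nM CPT used in the parallel screen.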
# TDP1 cell CPT – qHTS for Inhibitors of human tyrosyl-DNA phosphodiesterase 1 (TDP1): qHTS in cells in presence of CPT; 12% of 420,000 active; Potency, µM (series often up to 46.2 µM), inactives show at the top dose activity change, negative = growth inhibition, hits mostly inhibitors; chicken DT40 Tdp1-/-;hTDP1 cells + 20 nM CPT, ATP luminescence, 48 h; note: nearly all actives have a fitted effect of over 55% in size
#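 Chicken DT40 Tdp1-/- cells complemented with human TDP1, 400 cells/well, exposed to compounds plus 20 nM camptothecin for at least 48 h at 37 C; viability read as ATP content by CellTiter-Glo luminescence.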
# TDP1 block – qHTS Assay for Inhibitors of Tyrosyl-DNA Phosphodiesterase (TDP1); recombinant TDP1, AlphaScreen DNA substrate cleavage; Potency, µM (titrated, usually from 130 µM), inactives show at the highest dose activity change, negative = inhibition, usual class: inhibitors; 0.28% of 350,000 active; AID 485290, 2010; note: nearly all actives have a fitted effect of over 40% in size
# Target sequence (Q9NUW8 whole entry, looked up): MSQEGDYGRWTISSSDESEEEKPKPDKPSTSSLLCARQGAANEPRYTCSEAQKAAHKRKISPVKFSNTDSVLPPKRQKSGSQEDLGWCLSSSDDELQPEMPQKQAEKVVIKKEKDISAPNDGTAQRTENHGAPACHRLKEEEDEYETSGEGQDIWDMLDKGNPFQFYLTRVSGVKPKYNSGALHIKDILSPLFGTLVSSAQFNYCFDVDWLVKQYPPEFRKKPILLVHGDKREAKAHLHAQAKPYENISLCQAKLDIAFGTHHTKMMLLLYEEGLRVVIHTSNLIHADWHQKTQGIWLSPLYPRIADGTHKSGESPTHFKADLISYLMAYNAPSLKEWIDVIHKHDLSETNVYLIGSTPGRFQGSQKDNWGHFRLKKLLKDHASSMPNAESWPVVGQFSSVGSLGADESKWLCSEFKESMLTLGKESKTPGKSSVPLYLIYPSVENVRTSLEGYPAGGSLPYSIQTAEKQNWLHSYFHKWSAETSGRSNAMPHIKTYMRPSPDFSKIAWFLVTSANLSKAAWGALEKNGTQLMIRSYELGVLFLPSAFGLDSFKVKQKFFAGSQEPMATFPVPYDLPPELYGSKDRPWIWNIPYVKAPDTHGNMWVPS
#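 E. coli-derived human Tdp1, 1 nM final. Cpd preinc 15 min RT; substrate 15 nM final, 5 min RT; AS bead mix 10 ug/ml final, 10 min RT. Signal loss = tyrosine-FITC cleavage. No-enzyme wells = max signal.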
# An asterisk follows results filed as active; ? = inconclusive; . = not tested or not shown; & = joins results of further samples; [ ] = another dose, or the depositor's remark. Calls come from the whole dose curve; as a rule, active = well fitted curve in the direction sought with a large enough effect; inconclusive = small, poorly fitted or top-dose-only effect, or another doubt; inactive = no such curve, though single readings can be large; an effect the other way counts as inactive or inconclusive. % is set by controls: 0 for no effect and ±100 for the full control effect; potency is the fitted concentration of half-maximal effect. Compounds were not picked by outcome; about 18% have a hit in one of these screens.
SMILES,TDP1 cell noCPT,TDP1 cell CPT,TDP1 block
O=C(N/C=N/O)C(c1ccccc1)c1ncc(C(F)(F)F)cc1Cl (centres undefined),-1%,0%,.
CC(NS(=O)(=O)c1ccccc1)C(=O)NC1CCCC1 (centres undefined),5%,-2%,-7%
Cn1c(NC(=O)C2c3ccccc3Oc3ccccc32)cc(=O)n(C)c1=O,-17%,-14%,0%
CN(c1ccc(C(=O)Nc2ccccc2C(=O)N2CCOCC2)cc1)S(C)(=O)=O,-3%,6%,-3%
CN(C)c1cccc(C(=O)OCCNC(=O)c2cccc(S(=O)(=O)N3CCOCC3)c2)c1,?,?,.
c1ccc(SCc2nc3ccccc3[nH]2)nc1,?,-6%,9%
Cc1cc(Nc2cccc(C(=O)O)c2)n2ncnc2n1,14%,18%,.
CNC(=S)N(Cc1ccc(Cl)cc1)Cc1cccs1,16µM*,?,-3%
CCOC(=O)N1CCN(CC(=O)c2ccc(O)c(C)c2O)CC1,-27%,-25%,4%
O=S(=O)(c1ccc(F)cc1)c1nc(-c2ccco2)oc1Nc1ccc(F)cc1,?,?,3%
COc1c(Cl)cccc1-c1cn2ccccc2n1,?,-6%,.
CC(C)(C)CN1C(=O)C(=O)NC[C@@H]1Cc1ccc(O)cc1,-13%,2%,0%
O=C(CC(=O)NCc1ccccc1)NCc1ccccc1,0%,1%,7%
COc1cc(-c2coc3cc(OC)c(OC)c(OC)c3c2=O)cc(OC)c1OC,-12%,-2%,11%[56.1 µM]
CCCCn1nnnc1C(c1ccccc1OC(F)(F)F)N1CCN(C/C=C/c2ccccc2)CC1 (centres undefined),?,?,.
O=C1CCC(C(=O)N2CCCCO2)CN1CCc1ccccc1 (centres undefined),5%,-1%,2%
O=C(CSc1nnc2n1CCCN2)c1ccccc1,17%,10%,7%
O=C1Nc2ccccc2N=C(c2ccccc2)C1Br (centres undefined),-26%,-13%,4%
CC(C)CCC1(C)NC(=O)N(CC(=O)NCC(=O)Nc2ccc(F)c(F)c2F)C1=O (centres undefined),-6%,-16%,1%
CC(Sc1ccc(S(=O)(=O)N2CCN(C)CC2)cn1)C(=O)NC1CCCCC1 (centres undefined),-3%,-2%,0%
COc1ccc(S(=O)(=O)Nc2ccc3c(c2)C(=O)N([C@H](C)CO)C[C@H](C)[C@@H](CN(C)S(=O)(=O)c2ccc(OC)cc2)O3)cc1,?,?,.
O=c1cc(CSc2nnc(COc3ccc(Cl)cc3)o2)c2ccccc2[nH]1,0%,0%,-2%
O=C(O)CSc1nnc(COc2ccc([N+](=O)[O-])cc2)n1-c1ccccc1,-3%,16%,-2%
CC(C)(C)[C@H]1C=C(C(=O)O)O[C@@H](OCc2ccc(CO)cc2)C1,1%,-3%,.
COc1ccc(-c2n[nH]c(C)c2-c2cc(OC)ccc2O)cc1,?,?,1%
COC(=O)C1(C(=O)OC)C/C=C\CN(S(=O)(=O)c2ccccc2[N+](=O)[O-])CCC1,16µM*,-27%,.
CC(C)(C)c1cnnn1-c1ccc(NC(=O)c2ccc3c(c2)OCO3)cc1,21µM*,?,-1%
C#CCOCCOCCOCCNc1nc(N2CCN(C(=O)[C@H](CCCCN)n3cc(C(N)[C@H](C)CC)nn3)CC2)nc(N2CCN(C(=O)[C@H](CCC(=O)O)n3cc(C(N)[C@H](C)CC)nn3)CC2)n1 (some centres undefined),-22%,?,4%
COc1cccc(C(=O)Nc2c(F)cccc2F)c1,-6%,11%,.
CCN(CC)C(=O)N1CCC(NC(=O)c2ccccc2)CC1,-16%,12%,2%
Fc1cccc(Nc2nc(N3CCOCC3)nc(N3CCOCC3)n2)c1,-26%,18µM*,.
COc1cccc(CNC(=O)CCC(=O)N2CC(C)Oc3ccccc32)c1OC (centres undefined),?,?,.
O=C(NCc1ccccc1)C1c2ccccc2OCC(=O)N1CC(F)(F)F (centres undefined),-16%,5%,.
COC(=O)c1ccc(C(C2C(=O)CC(C)(C)CC2=O)C2C(=O)CC(C)(C)CC2=O)cc1,-3%,10%,0%
CCn1c(SCC(=O)Nc2cccc(C)c2)nc2c(c1=O)SC(C)C2 (centres undefined),-22%,3%,-5%
C=CCc1ccccc1OCC(O)CN(CC)CC (centres undefined),-3%,1%,-1%
COc1ccc(OC)c(CCNC(=O)Cc2ccc(NC(=O)C3=C(C)OCCS3)cc2)c1,?,?,.
Cc1ccsc1C(=O)N1CCCC(C)(C(=O)O)C1 (centres undefined),-4%,-35%,.
COC(=O)C(NC(C)=O)(Nc1nc2c(C)cc(C)cc2s1)C(F)(F)F (centres undefined),16µM*,?,0%
O=C1CCCCN1CC(=O)N1CCCC(Nc2ccc(F)c(F)c2)C1 (centres undefined),?,21µM*,4%
O=C1OCCC1N1C(=O)c2ccccc2S1(=O)=O (centres undefined),-3%,2%,4%
CCn1c(SCC(=O)N2CCCC2)nnc1-c1ccco1,-18%,22%,9%
COc1cccc(CNC(=O)c2ccc(N3CCOCC3)c([N+](=O)[O-])c2)c1,-18%,-25%,.
COc1ccc2[nH]c(O)c(NC(C)=O)c2c1,-4%,-3%,4%
COc1ccc(NC(=O)c2c(NC(=O)C(F)(F)F)sc3c2CCCCC3)cc1,18µM*,?,4%[12.3 µM]
Cc1ccc(C)c(C(=O)COC(=O)C(C)N2C(=O)C3C4CCC(C4)C3C2=O)c1 (centres undefined),?,?,4%
O=Cc1ccc(C(=O)OCC(=O)NCc2ccco2)cc1,7%,-5%,0%
COc1ccccc1NC(=O)Nc1ccccc1N1CCOCC1,-3%,-10%,.
O=C(Nc1nccs1)C1CC(=O)N(c2ccc(Cl)cc2)C1 (centres undefined),-12%,-10%,3%
Cc1ccsc1C(=O)OCC(=O)NCCNC(=O)COC(=O)c1sccc1C,-7%,-17%,1%
CCOC(=O)C1=C(COC(=O)[C@H](C)NS(=O)(=O)c2ccc(NC(C)=O)cc2)NC(=O)NC1C (some centres undefined),-12%,0%,-2%
CCN(CC)CCN1C(=O)C2C(C(=O)Nc3ccc(C(C)C)cc3)C3C=CC2(O3)C1C(=O)NC1CCCCC1 (centres undefined),-23%,1%,-6%
COc1ccc(C)cc1S(=O)(=O)N1CCC(C(=O)N2CCN(C)CC2)CC1,-20%,-27%,2%
COc1c(Br)cc([N+](=O)[O-])c(OC)c1C(=O)NC(=O)Nc1cc(Cl)cc(Cl)c1,?,-88%,.
Cc1ccc(CCNC(=O)c2coc3nc4ccccc4nc23)cc1,29µM*,?,8%
[N-]=[N+]=N[C@@H](CCN1CC[C@H](NC(=O)OCc2ccccc2)CCC1=O)c1ccccc1,?,?,.
Cc1ccc(S(=O)(=O)NCC(=O)OCC(=O)c2ccc(Br)s2)cc1,-7%,14%,5%
Brc1ccc(Nc2c3c(nc4nncn24)CCC3)cc1,18µM*,?,7%
Cc1ccc(N2C(=O)[C@@H]3C(C(=O)CN4C(=O)c5ccccc5C4=O)=NN[C@@H]3C2=O)c(C)c1,-2%,0%,.
C=C1C=C(C(F)F)n2ncc(C(=O)NCc3ccc(OC)cc3)c2N1,?,11µM*,.

# Sorted by molecular weight (highest first): 5 of the compounds above
SMILES,TDP1 cell noCPT,TDP1 cell CPT,TDP1 block
Cc1ccc(S(=O)(=O)NCC(=O)OCC(=O)c2ccc(Br)s2)cc1,-7%,14%,5%
Cc1ccc(N2C(=O)[C@@H]3C(C(=O)CN4C(=O)c5ccccc5C4=O)=NN[C@@H]3C2=O)c(C)c1,-2%,0%,.
Cc1ccsc1C(=O)OCC(=O)NCCNC(=O)COC(=O)c1sccc1C,-7%,-17%,1%
[N-]=[N+]=N[C@@H](CCN1CC[C@H](NC(=O)OCc2ccccc2)CCC1=O)c1ccccc1,?,?,.
O=C(Nc1nccs1)C1CC(=O)N(c2ccc(Cl)cc2)C1 (centres undefined),-12%,-10%,3%

# (more compounds)
SMILES,TDP1 cell noCPT,TDP1 cell CPT,TDP1 block
CCOc1cc(C(=O)OCC(=O)Nc2cc(C)on2)cc(OCC)c1OCC,-5%,-1%,5%
CNC(=S)NNC(=O)CCn1nc(C)c(Br)c1C,?,?,5%
COc1cccc(CNc2ccc(C(=O)O)cc2)c1OCc1ccccc1,16%,-1%,5%
COCC(=O)Nc1cc(C(=O)N2CCN(C3CCCC3)C(=O)C2)c2c(c1)nc(-c1ccncc1)n2C,-9%,-6%[9.04 µM],.
COC(=O)c1ccc(/C=C/C(=O)OCC(=O)Nc2ncc(Cl)cc2Cl)cc1,0%,-2%,-3%
OC[C@@H]1CN(Cc2ccccc2)C[C@H](n2cnc3c(NC4CC4)ncnc32)O1,-28%,-14%,.
CN(Cc1ccccc1)C(=S)Nc1ccc2nc3n(c(=O)c2c1)CCCCC3,?,-5%,4%
COc1ccc(OC)c(C(=O)NC(CC(N)=O)c2ccc(NCCN3CCCC3)c([N+](=O)[O-])c2)c1 (centres undefined),-1%,?,.
Nc1cccnc1S(=O)(=O)c1ccccc1,18%,-12%,.
Cc1ccccc1-c1nc(CS(=O)(=O)CC(=O)NCCCc2ccccc2)c(C)o1,?,?,7%
Cc1cccc(CNc2ncnc3ccc(-c4ccoc4)cc23)c1,13µM*,21µM*,4%
COc1ccc(-n2c(SCC(=O)N3CCOCC3)nc(O)c(Cc3ccccc3)c2=O)cc1,-24%,-26%,1%
CCOC(=O)C1=C(C)N=c2s/c(=C\C(=O)OC)c(=O)n2C1c1ccc(OC)cc1 (centres undefined),-19%,1%,4%
COc1ccc(N(CC(=O)NC2CC3CCC2C3)S(=O)(=O)c2ccc(C)cc2)cc1Cl (centres undefined),23µM*,?,.
Cc1ccc(O)c(C(=O)CC(=O)c2ccccc2Cl)c1,4.6µM*,2.3µM*,2%
COC(=O)C(C)(C)c1cccnc1C#N,5%,5%,.
O=C(Nc1nc2c(s1)CCc1ccccc1-2)c1ccco1,?,-27%,9%
CCCCCn1nc(C)c(/C=N\NC(=O)c2cc(C)oc2C)c1C,-28%,-21%,8%
O=[N+]([O-])c1ccc(Nc2ccccc2)nc1,?,-16%,-3%
CCOC(=O)C1(Cc2ccccc2C(F)(F)F)CCN(C2CCCC2)CC1,?,-27%,8%
CC(C)[C@H](NC(=O)N1CCn2c1nc1ccccc12)C(=O)N1CCCCC1,-12%,-29%,1%
COc1ccc(-n2c(=S)[nH]c3cc(C(=O)NCCCN4CCOCC4)ccc3c2=O)cc1OC,-6%,-12%,0%
COc1ccc(NS(=O)(=O)c2cc(OC)ccc2OC)cc1,?,-20%,.
CC(Sc1nnnn1-c1ccc(O)cc1)C(=O)NC1CCCCC1C (centres undefined),1%,-21%,1%
Cc1cc(Cl)ccc1Nc1ncccc1C(N)=O,?,-24%,0%
COc1cc(-c2nnc(NC(=O)C3=COCCO3)o2)cc(OC)c1OC,6%,0%,.
CCOc1ccc(NC(=O)N2CCC(c3ccc(C)cc3)C2)cc1 (centres undefined),?,?,-1%&-3%
COc1ccc(C2C(C#N)=C(N)OC(C(C)(C)C)=C2C#N)cc1OC (centres undefined),-20%,-21%,6%
CCCNC(=O)c1ccc2c(=O)c(O)c(C)[nH]c2c1,-4%,17%,1%
CCN(CC(=O)Nc1c(F)cccc1F)C(=O)c1ccc(Cl)c(S(=O)(=O)N2CCCC2)c1,-24%,-2%,-20%
COc1c(C)cc(C(=O)C2CCCN(C(=O)c3cc(C)n(C)n3)C2)cc1C (centres undefined),?,?,3%
COC(=O)CC1=C(C(=O)OC)[C@@H](c2ccccc2[N+](=O)[O-])C(C#N)=C(N)O1,-7%,3%,1%
CCCCN(C)C(=O)c1cc2cc3ccc(OC)cc3nc2o1,-17%,-16%,.
CCCCn1c(SCC(=O)Nc2nnc(C)s2)nnc1-c1ccncc1,17%,3%,-6%

# 4 of the compounds above, with bars between the fields:
SMILES | TDP1 cell noCPT | TDP1 cell CPT | TDP1 block
COc1c(C)cc(C(=O)C2CCCN(C(=O)c3cc(C)n(C)n3)C2)cc1C (centres undefined) | ? | ? | 3%
COC(=O)CC1=C(C(=O)OC)[C@@H](c2ccccc2[N+](=O)[O-])C(C#N)=C(N)O1 | -7% | 3% | 1%
CCCCN(C)C(=O)c1cc2cc3ccc(OC)cc3nc2o1 | -17% | -16% | .
CCCCn1c(SCC(=O)Nc2nnc(C)s2)nnc1-c1ccncc1 | 17% | 3% | -6%

# Assay outcomes deposited in PubChem BioAssay by National Center for Advancing Translational Sciences (NCATS).
